# Screens (PubChem)
# ABHD4 inh = inhibits mouse alpha/beta hydrolase domain 4; inhibition, % at 8.92 µM; actives 0.54% (n = 370,000); AID 720543; purified mABHD4, FP-Rh probe fluorescence polarization;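 active means inhibition exceeding the mean over every tested compound plus 3 SD, cut at about 30% in these data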;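 further: 0% = plate median of compound wells and 100% = S159A mutant with DMSO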
#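 Material: mouse ABHD4 enzyme, wild type; Benchmarks: S159A mutant high control, sample median low control; Buffer or medium: HEPES pH 7.0, NaCl, Pluronic buffer; Signal: fluorescence polarization; Read-out: percent inhibition of probe binding, normalized to plate controls; Timing: pre-incubation 45 min, probe exposure 60 min, at 25 °C; Dosing: 8.92 µM, single dose.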
# NPR1 activator = GC-A (human) enzyme activation; activation, % at 10 µM; actives 0.14% (n = 370,000); HEK293 GC-A cells, cGMP TR-FRET, EC30 ANP; 0% at EC30 ANP, 100% saturating ANP; in the data active means activation above about 40%
# Target sequence (P16066 whole entry, looked up): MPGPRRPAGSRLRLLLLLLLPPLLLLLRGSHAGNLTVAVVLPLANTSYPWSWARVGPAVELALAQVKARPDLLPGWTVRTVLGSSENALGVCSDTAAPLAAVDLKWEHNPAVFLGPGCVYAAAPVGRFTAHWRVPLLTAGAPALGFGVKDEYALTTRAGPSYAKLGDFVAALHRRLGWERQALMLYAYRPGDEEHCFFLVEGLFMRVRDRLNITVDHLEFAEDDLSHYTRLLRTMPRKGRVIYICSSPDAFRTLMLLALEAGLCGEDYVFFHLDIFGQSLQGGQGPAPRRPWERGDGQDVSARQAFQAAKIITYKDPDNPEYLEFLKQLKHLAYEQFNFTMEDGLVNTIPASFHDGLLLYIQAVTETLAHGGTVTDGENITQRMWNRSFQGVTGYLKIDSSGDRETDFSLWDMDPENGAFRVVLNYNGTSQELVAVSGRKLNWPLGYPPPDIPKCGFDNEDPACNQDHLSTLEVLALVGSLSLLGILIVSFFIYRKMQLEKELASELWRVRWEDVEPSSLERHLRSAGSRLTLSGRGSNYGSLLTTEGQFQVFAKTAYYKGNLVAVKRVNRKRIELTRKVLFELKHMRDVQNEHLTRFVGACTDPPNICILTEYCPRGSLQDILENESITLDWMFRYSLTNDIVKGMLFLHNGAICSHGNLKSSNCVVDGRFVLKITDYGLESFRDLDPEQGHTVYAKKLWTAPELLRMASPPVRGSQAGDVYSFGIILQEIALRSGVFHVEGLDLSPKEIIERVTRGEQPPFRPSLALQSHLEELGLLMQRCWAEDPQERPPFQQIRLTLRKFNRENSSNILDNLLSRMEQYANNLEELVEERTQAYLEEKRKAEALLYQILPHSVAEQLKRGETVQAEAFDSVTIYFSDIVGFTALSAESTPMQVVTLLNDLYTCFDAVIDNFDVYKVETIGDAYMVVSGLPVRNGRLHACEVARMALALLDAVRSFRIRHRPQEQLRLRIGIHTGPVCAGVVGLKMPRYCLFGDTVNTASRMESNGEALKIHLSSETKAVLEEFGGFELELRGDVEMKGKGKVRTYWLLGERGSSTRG
# NR1D1 modulator = Rev-erb alpha (human) modulation. P20393. Rev-erbα–FITC-DNA binding, fluorescence polarization, 90 min. activity, % at 10 µM. actives 0.79% (n = 370,000). AID 1259318;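 active means activity above about 14%, limit read from the data; passing the limit was not always enough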;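 further: 0% = DMSO wells with 35 nM protein and 100% = DMSO wells with 750 nM protein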
# PG9 Ab binder = PG9 antibody binding by small molecule; actives 0.43% (n = 360,000); TR-FRET gp120-PG9 antibody binding; inhibition, % at 6.7 µM; in the data active means inhibition above about 8.5%
# ARFGAP1 inh = inhibits rat ARF GTPase activating protein 1; Arfgap1-stimulated ARF1 GTP hydrolysis, GDP FP detection; Q62848; actives 0.26% (n = 360,000); inhibition, % at 16.5 µM;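 active means inhibition above a per-plate limit, mean inhibition of low control wells plus 3 SD, cut at about 25% in these data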;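 further: 0% = DMSO wells with enzyme and 100% = wells lacking Arfgap1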
#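 System: truncated rat Arfgap1 GAP domain / Medium: HEPES-based buffer, pH 7.5 / Also added: N-terminally truncated human ARF1-GTP substrate / Incubation: enzyme reaction 120 min at 25 °C after 20 min preincubation / Measured by: FP of antibody-bound GDP Alexa 633 tracer, ex 620/em 688 nm / Replicates: singlicate, each compound tested once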
# SMARCA2 activ = activators of SMARCA2 function. AID 652017. actives 1% (n = 370,000). activation, % at 9.1 µM. MG213 cells, MMTV-luciferase reporter, dexamethasone, overnight; in the data active means activation above about 7.8%;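 further: 0% = vehicle wells and 100% = reference activator wells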
# rCAG RNA binder = binds r(CAG) RNA repeats | actives 1.3% (n = 370,000) | AID 651821 | r(CAG) RNA repeat, TO-PRO-1 dye displacement fluorescence | inhibition, % at 3 µM;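 active means inhibition above the plate cutoff, the mean of all test compounds on that plate plus 3 SD, cut at about 35% in these data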;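 further: 0% = DMSO alone and 100% = 100 µM mitoxantrone as full dye displacement; higher means more dye released from RNA so lower well fluorescence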
# HTRA1 inh = HTRA1 (human) protease inhibition; Q92743; recombinant HTRA1, FP-rhodamine activity-based probe, fluorescence polarization; inhibition, % at 5.96 µM; actives 0.5% (n = 340,000); AID 504803; in the data active means inhibition above about 36%;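 further: 0% = enzyme with DMSO and 100% = wells lacking enzyme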
# ASAP1 GAP inh = ASAP1 ArfGAP inhibition | Q9ULH1 | ASAP1-stimulated ARF1 GTP hydrolysis, GDP FP detection | inhibition, % at 16.5 µM | actives 0.19% (n = 360,000); in the data active means inhibition above about 25%;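 further: 0% = vehicle with enzyme and substrate and 100% = no enzyme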
# GC-B act = GC-B (human) receptor activation; P20594; HEK293-GC-B cells, CNP EC30, cGMP TR-FRET; 0% at EC30 CNP, 100% saturating CNP; activation, % at 10 µM; actives 0.11% (n = 370,000); AID 1920062;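 active means activation at 10 µM reaching about 35% in either raw or pattern-adjusted values, limit read from the data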
# An asterisk follows results filed as active; nt = not tested or not shown; & = joins results of further samples.
1: Cc1ccc(NC(=O)c2ccc3c(c2)C(=O)N(c2cc(C)ccc2C)C3=O)nc1
2: Cc1cccc(Nc2nc(-c3ccc(O)c(O)c3)cs2)n1
3: CCN(CC)CCC(c1ccc2c(c1)OCO2)c1c(OC)cc(OC)c2c(-c3ccccc3)cc(=O)oc12 (configuration not stated)
4: C=CCn1c(SCC(=O)Nc2cc(OC)c(NC(=O)c3ccco3)cc2OC)nnc1-c1ccncc1
5: CCn1nnc(NC(=O)c2ccc(Br)o2)n1
6: COc1cccc(OC)c1C(=O)NC(=S)Nc1ccc2c(c1)C(=O)N(C)C2=O

assay / entry	1	2	3	4	5	6
ABHD4 inh	2	34*	3	-6	-9	-2
NPR1 activator	-1	14	-6	1	2	2
NR1D1 modulator	-1	-5	4	-2	6	5
PG9 Ab binder	-1.2	-3.0	-1.1	-0.3	-1.2	-0.1
ARFGAP1 inh	10	7	10	-5	4	8
SMARCA2 activ	1	0	2	-6	-1	-2
rCAG RNA binder	-2	20	1	3	2	2
HTRA1 inh	0	60*	-13	2	7	0
ASAP1 GAP inh	-4	4	-16	-1	-7	-8
GC-B act	-1	0	-20	3	-2	10

7: COC(=O)c1ccc(C(=O)Nc2ccc3nc(-c4cccnc4)[nH]c3c2)cc1
8: COc1ccc(S(=O)(=O)N(C)C[C@H]2OCCCC[C@H](C)Oc3ccc(N(C)C)cc3C(=O)N([C@H](C)CO)C[C@@H]2C)cc1
9: Cc1sc(NC(=O)c2cccnc2)nc1-c1ccccc1
10: CCN(CC)C(CNC(=O)c1cc(=O)[nH]c2ccccc12)c1ccccc1Cl (configuration not stated)
11: O=C(NCc1ccccn1)c1ccccc1-c1ccccc1
12: O=C(Nc1ccccc1)C1CCCCN1S(=O)(=O)c1ccccc1 (configuration not stated)

assay / entry	7	8	9	10	11	12
ABHD4 inh	-5	-5	-1	0	0	3
NPR1 activator	0	-4	-2	0	0	-2
NR1D1 modulator	-4	11	-2	-6	3	0
PG9 Ab binder	-0.4	-1.4	1.1	-4.1	0.2	1.2
ARFGAP1 inh	12	0	15	7	-6	8
SMARCA2 activ	1	-4	-5	5	-2	-5
rCAG RNA binder	-3	8	1	-1	-2	-4
HTRA1 inh	-7	4	-16	0	2	4
ASAP1 GAP inh	-2	-8	-3	5	-15	18
GC-B act	-1	12	-3	-9	-5	-4

13: CC1CCCCC12NC(=O)N(CC(=O)N1CCN(Cc3ccc(C#N)cc3)CC1)C2=O (configuration not stated)
14: CCc1ccc(N2CC(C(=O)Nc3ccc(S(=O)(=O)Nc4ncccn4)cc3)CC2=O)cc1 (configuration not stated)
15: NC1=NC(=Nc2ccc(Br)cc2)c2ccccc21
16: COc1cc(CNc2ccccc2)c([N+](=O)[O-])cc1OC
17: O=c1c2c(nc3n1CCCCC3)sc1c(O)cccc12
18: CC(=O)c1cn(CC(=O)NCc2cccnc2)c2ccccc12

assay / entry	13	14	15	16	17	18
ABHD4 inh	6	-5	9	14	3	-1
NPR1 activator	1	-1	-3	2	-3	0
NR1D1 modulator	-2	4	4	0	0	0
PG9 Ab binder	-1.4	-1.1	-1.9	-0.1	0.7	-0.3
ARFGAP1 inh	-3	-8	-2	10	-13	4
SMARCA2 activ	-4	2	4	-1	10*	0
rCAG RNA binder	1	8	0	6	10	-1
HTRA1 inh	3	7	7	16	4	6
ASAP1 GAP inh	5	1	8	1	-2	2
GC-B act	-6	-1	0	0	-5	4

19: CCCCOc1ccc(Cl)cc1CSc1nnc(C)n1N
20: CCCc1cc(C(=O)NNC(=S)Nc2cccc(C)c2)cs1
21: O=C(Nc1cccc(Cl)c1)c1ccc(NCC2CCCO2)c([N+](=O)[O-])c1 (configuration not stated)
22: Cc1ccc(CNC(=O)CN2CCCC(C)C2)cc1 (configuration not stated)
23: COc1cc(/C=C2/SC(=O)N(CC(=O)N3CCCC3)C2=O)ccc1Oc1ccc([N+](=O)[O-])cn1
24: COC(=O)c1[nH]c2ccc(Br)cc2c1NC(=O)C(C)N1CCN(C2CCCCC2)CC1 (configuration not stated)

assay / entry	19	20	21	22	23	24
ABHD4 inh	9	2	5	-5	4	5
NPR1 activator	-1	2	-2	3	-1	-35
NR1D1 modulator	0	1	6	2	-1	-3
PG9 Ab binder	-1.5	1.5	-1.5	1.6	0.2	-1.5
ARFGAP1 inh	-10	5	0	3	10	-2
SMARCA2 activ	-4	1	-2	-5	-1	1
rCAG RNA binder	-2	28	2	-3	-1	1
HTRA1 inh	0	-6	-2	2	3	6
ASAP1 GAP inh	-11	5	10	-1	-2	1
GC-B act	4	6	-4	-2	-3	-21

25: COc1ccc(CCNC(=O)[C@H](CC(C)C)NC(=O)N2CCn3c2nc2ccccc23)cc1OC
26: CC(C)(C)c1ccc(C(=O)N2CCC(=O)N([C@H](COCc3ccccc3)Cc3ccccc3)CC2)cc1
27: COc1ccc(/C=C/C(=O)NC(=S)NNC(=O)c2ccco2)cc1
28: CC(=O)c1cccc(-c2ccnc3c2CC(C(=O)Nc2ccc(F)c(Cl)c2)O3)c1 (configuration not stated)
29: COCCSc1ccccc1C(=O)Nc1ccc(Cl)cn1
30: Cc1cccc(C(=O)O)c1O

assay / entry	25	26	27	28	29	30
ABHD4 inh	-1	-5	8	-14	4	3
NPR1 activator	2	-1	2	2	1	5
NR1D1 modulator	-4	0	3	-2	5	-3&-1
PG9 Ab binder	0.4	-1.2	-0.5	0.5	-0.1	1.0
ARFGAP1 inh	-7	2	-2	5	-5	7
SMARCA2 activ	-2	-4	0	-3	-4	0
rCAG RNA binder	-9	1	8	2	-2	2
HTRA1 inh	3	nt	17	nt	-1	nt
ASAP1 GAP inh	7	0	3	-5	-12	5
GC-B act	0	2	-7	12	2	8

31: COc1ccccc1C(=O)Nc1cccc(NC(=O)c2ccccc2OC)n1
32: Cc1nc2c(-c3ccc(Cl)cc3)cnn2c(N)c1-c1ccc(F)cc1
33: O=C1CC(c2ccc(O)cc2)Oc2cc(O)ccc21 (configuration not stated)
34: Cc1nc2cnccc2n1C
35: CC(CCCN(C)C)C(Cc1ccccc1)c1ccccc1 (configuration not stated)
36: Cc1cc(C)c(NC(=O)COC(=O)Cc2cccs2)c(C)c1

assay / entry	31	32	33	34	35	36
ABHD4 inh	-4	2	-7	2	8	-4
NPR1 activator	0	-38	3	-1	-10	-2
NR1D1 modulator	23*	3	-1	2	10	2
PG9 Ab binder	-1.4	-0.3	-0.6	0.7	-2.4	-3.5
ARFGAP1 inh	2	-6	1	-2	-1	4
SMARCA2 activ	-1	-6	3	-5	0	-3
rCAG RNA binder	2	5	5	-2	-1	0
HTRA1 inh	-4	-4	-9	3	nt	-4
ASAP1 GAP inh	9	23	0	0	-9	8
GC-B act	-4	-14	12	-6	-13	6

# Numbers 27 to 34, quoted:
27: COc1ccc(/C=C/C(=O)NC(=S)NNC(=O)c2ccco2)cc1
28: CC(=O)c1cccc(-c2ccnc3c2CC(C(=O)Nc2ccc(F)c(Cl)c2)O3)c1 (configuration not stated)
29: COCCSc1ccccc1C(=O)Nc1ccc(Cl)cn1
30: Cc1cccc(C(=O)O)c1O
31: COc1ccccc1C(=O)Nc1cccc(NC(=O)c2ccccc2OC)n1
32: Cc1nc2c(-c3ccc(Cl)cc3)cnn2c(N)c1-c1ccc(F)cc1
33: O=C1CC(c2ccc(O)cc2)Oc2cc(O)ccc21 (configuration not stated)
34: Cc1nc2cnccc2n1C

assay / entry	27	28	29	30	31	32	33	34
ABHD4 inh	8	-14	4	3	-4	2	-7	2
NPR1 activator	2	2	1	5	0	-38	3	-1
NR1D1 modulator	3	-2	5	-3&-1	23*	3	-1	2
PG9 Ab binder	-0.5	0.5	-0.1	1.0	-1.4	-0.3	-0.6	0.7
ARFGAP1 inh	-2	5	-5	7	2	-6	1	-2
SMARCA2 activ	0	-3	-4	0	-1	-6	3	-5
rCAG RNA binder	8	2	-2	2	2	5	5	-2
HTRA1 inh	17	nt	-1	nt	-4	-4	-9	3
ASAP1 GAP inh	3	-5	-12	5	9	23	0	0
GC-B act	-7	12	2	8	-4	-14	12	-6

# The results go on.
37: O=[N+]([O-])c1ccc(S(=O)(=O)N/N=C/c2ccc3c(c2)OCO3)cc1
38: CN(C)S(=O)(=O)c1ccc(/C(O)=C2/C(=O)C(=O)N(CCCN3CCOCC3)C2c2ccncc2)cc1 (configuration not stated)
39: O=S(=O)(c1ccc(F)cc1)N1CCCc2nc(-c3ccc(Br)cc3)ccc21
40: COCCNC(=O)C(=O)N/N=C/c1cccs1
41: Cc1cccc(-c2cc(C(=O)NCc3ccccn3)c3ccccc3n2)c1
42: C=CCn1c(SCN2C(=O)c3ccccc3C2=O)nc2ccc(Cl)cc2c1=O

assay / entry	37	38	39	40	41	42
ABHD4 inh	0	0	-4	-5	-6	1
NPR1 activator	0	3	2	-1	5	9
NR1D1 modulator	2	0	5	4	-1	-2
PG9 Ab binder	-3.2	0.4	0.5	-2.1	-3.1	-0.2
ARFGAP1 inh	3	0	0	6	1	-16
SMARCA2 activ	1	-4	0	-2	-1	0
rCAG RNA binder	2	2	1	0	-1	-2
HTRA1 inh	-4	-1	nt	4	-20	13
ASAP1 GAP inh	-10	-12	-7	3	-9	-25
GC-B act	-2	0	-6	-2	4	10

43: O=S1(=O)CC(N2CCN(CCO)CC2)CN1C1CCCCC1 (configuration not stated)
44: CCCCC[C@H](C)N1C[C@@H](COCc2ccccc2)Oc2cc(N3CC[C@@H](N(C)C)C3)ccc2S1(=O)=O
45: CCc1c(C)sc(NC(=O)CSc2nc3c(c(C(F)(F)F)n2)CCc2ccccc2-3)c1C#N
46: C=CCNC(=O)CCC(=O)NNc1nc2ccccc2c2nc(-c3ccccc3)nn12
47: CCCCC(=NCCO)C1=C(O)C(C(=O)OC)C(C)(C)CC1=O (configuration not stated)
48: CCC(=O)N1CCCC(C)(C(=O)Nc2ccc(OC)c(F)c2)C1 (configuration not stated)

assay / entry	43	44	45	46	47	48
ABHD4 inh	2	9	5	-2	8	-1
NPR1 activator	-1	-2	1	-2	2	0
NR1D1 modulator	-2	-4	14	-1	0	-1
PG9 Ab binder	1.4	-1.8	1.4	-2.3	0.0	-1.8
ARFGAP1 inh	0	11	-17	1	-11	10
SMARCA2 activ	0	-1	-4	-1	-2	-1
rCAG RNA binder	1	9	0	3	1	0
HTRA1 inh	nt	nt	2	0	6	nt
ASAP1 GAP inh	-3	4	-3	-1	-7	-2
GC-B act	-1	4	-5	2	-1	5

49: CC(C)(C)NC(=O)NC(=O)COC(=O)C1CC(=O)N(Cc2ccccc2)C1 (configuration not stated)
50: Nc1[nH]c(C(=O)c2ccccc2)c(-c2ccc(Br)cc2)c1C(=O)NCCc1c[nH]c2ccccc12
51: Cc1ccc(S(=O)(=O)Nc2ccc3[nH]ccc3c2)cc1
52: NC(=O)CNC(=O)C1CCN(S(=O)(=O)c2ccc(-n3cnnn3)cc2)CC1
53: Nc1cc(C(=O)OCC(=O)NCCC2=CCCCC2)ccc1Cl

assay / entry	49	50	51	52	53
ABHD4 inh	1	25	-9	-4	-1
NPR1 activator	-3	-9	-4	1	4
NR1D1 modulator	2	-1	2	2	-1
PG9 Ab binder	1.0	-0.7	-2.0	-0.7	1.8
ARFGAP1 inh	9	9	-11	13	4
SMARCA2 activ	-4	1	-3	-3	-3
rCAG RNA binder	-4	10	6	5	2
HTRA1 inh	6	nt	-3	-6	-4
ASAP1 GAP inh	8	16	-10	-5	-19
GC-B act	-5	-4	-1	5	-1
